mcGAS MS inh = inhibitors of mouse cGAS | recombinant mouse cGAS, cGAMP by RapidFire MS | 0.18% of 130,000 active | Q8C6L5 | inhibition, % at 12.5 µM;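 active = inhibition of cGAS enzyme activity at or above 60%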;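 note: enzyme stimulated by 45 bp dsDNA with ATP and GTP substrates; cGAMP share of summed cGAMP plus half ATP and half GTP signals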
Target sequence (Q8C6L5 whole entry, looked up): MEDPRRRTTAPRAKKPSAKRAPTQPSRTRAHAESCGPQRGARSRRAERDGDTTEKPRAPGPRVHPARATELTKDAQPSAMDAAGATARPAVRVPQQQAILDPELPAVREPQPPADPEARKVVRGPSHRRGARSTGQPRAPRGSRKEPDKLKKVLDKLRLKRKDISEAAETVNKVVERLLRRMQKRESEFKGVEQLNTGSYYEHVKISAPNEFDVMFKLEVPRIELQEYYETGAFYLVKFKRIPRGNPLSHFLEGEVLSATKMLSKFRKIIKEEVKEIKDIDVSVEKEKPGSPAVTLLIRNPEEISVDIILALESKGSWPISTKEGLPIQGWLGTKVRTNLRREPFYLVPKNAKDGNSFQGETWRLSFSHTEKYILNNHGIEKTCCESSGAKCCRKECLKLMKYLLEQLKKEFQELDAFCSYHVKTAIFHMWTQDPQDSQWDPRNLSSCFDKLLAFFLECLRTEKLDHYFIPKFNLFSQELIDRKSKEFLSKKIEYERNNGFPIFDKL
The depositor's hits bear a star; & = joins results of further samples. An excerpt. The share of hits here may be higher or lower than overall.

`COc1cc(-c2nnc(CSc3nnc(-c4ccco4)n3C)o2)cc(OC)c1OC` gave mcGAS MS inh -20.5.
`Cc1nn(C)c(Cl)c1S(=O)(=O)N1CCC2(CC1)NCCNC2=O` gave mcGAS MS inh -20.4.
Screening COc1cc(NC(=O)Cc2cccc(F)c2)ccc1N1CCCC1=O returned mcGAS MS inh 1.2.
Cc1cccc(CSc2nnc(N)s2)c1 was read as mcGAS MS inh -15.1&-3.9.
Screening CS(=O)(=O)Oc1ccc(/C=C2/C(=N)N3N=C(C(F)(F)F)SC3=NC2=O)cc1Cl returned mcGAS MS inh 24.9.
Screening Cc1cccc(CNC(=O)C(C2CCCC2)N2CCN(C(=O)c3ccc(Cl)cc3Cl)CC2)c1 (centres undefined) returned mcGAS MS inh -0.8.
`Cc1cc(NS(=O)(=O)/C=C/c2ccccc2)n(C)n1` gave mcGAS MS inh -10.1.
For Cn1nc(C(=O)NCC(C)(C)N2CCCCC2)c2ccccc2c1=O the results were mcGAS MS inh 2.1.
CC1Sc2ccc(C#N)cc2N(Cc2ccc(OC(F)(F)F)cc2)C1=O (centres undefined) was read as mcGAS MS inh 2.9.
Screening CCn1nc(C(=O)N2CCCC2)c2c1CCN(Cc1cccn1-c1cccnc1)C2 returned mcGAS MS inh -21.7.
For CN(C)CCCn1ccc2c(nnc3c(-c4ccc(Cl)cc4)cnn32)c1=O the results were mcGAS MS inh 1.9.
Screening COc1ccccc1C(=O)Nc1ccc2c(c1)NC(=O)CC2c1ncc[nH]1 (centres undefined) returned mcGAS MS inh -6.9.
O=P1(Nc2ccc(F)cc2)C=C(c2ccccc2)OC(c2ccccc2)=C1 was read as mcGAS MS inh 1.8&2.8.
Screening O=C(c1ccc[nH]1)N1CCCC(N2CCN(c3ccccc3F)CC2)C1 (centres undefined) returned mcGAS MS inh -15.9.
`CCC(=O)NCC(=O)Nc1ccnn1Cc1ccc(Cl)c(F)c1` gave mcGAS MS inh 4.7.
Cc1cc(C)n(-c2ccc(CCNC(=O)c3ccc[nH]c3=O)cc2)n1 was read as mcGAS MS inh -4.1.
Screening O=S(=O)(c1ccc(C2=CSC3=NCCCN23)cc1)N1CCOCC1 returned mcGAS MS inh -11.8.
CC(=O)N1CCCC(OCc2cccc(F)c2F)C1 (centres undefined) was read as mcGAS MS inh 1.0.
CC(=O)Nc1ccc(N2C(=O)C(C)Oc3ccc(C)cc32)cc1 (centres undefined) was read as mcGAS MS inh -11.7.
For CCC(C)NC(=O)CCc1ccc2c(c1)CCO2 (centres undefined) the results were mcGAS MS inh -17.6.

Entries listed so far containing a CF3 group (two):
Screening CS(=O)(=O)Oc1ccc(/C=C2/C(=N)N3N=C(C(F)(F)F)SC3=NC2=O)cc1Cl returned mcGAS MS inh 24.9.
CC1Sc2ccc(C#N)cc2N(Cc2ccc(OC(F)(F)F)cc2)C1=O (centres undefined) was read as mcGAS MS inh 2.9.

Further entries follow:
`O=C(NCC1CCCN(Cc2cccc(OC3CCCC3)c2)C1)c1cccs1` (centres undefined) gave mcGAS MS inh -1.8.
Screening Cc1ccc(-n2c(C)cn3c4c(=O)n(CCN5CCCCC5)c(=O)n(C)c4nc23)c(C)c1 returned mcGAS MS inh -8.1.
Screening OC(CN1CCN(Cc2ccc(Cl)s2)CC1)c1ccc(F)cc1F (centres undefined) returned mcGAS MS inh -5.6.
For CCN1CCN(C(=O)c2cccc(NCc3ccc(C)s3)c2)CC1 the results were mcGAS MS inh -15.2.
Screening CCNC(=O)C1CCN(c2nc(C)cc(C3CCC3)n2)C1 (centres undefined) returned mcGAS MS inh -5.6.
CCNCCC1CCC(=O)N1CC1C2CC3CC(C2)CC1C3 (centres undefined) was read as mcGAS MS inh -6.2.
`CC(C)N(C)c1ccc(NC(=O)c2ccc3c(c2)CCO3)cc1F` gave mcGAS MS inh -12.0&6.5.
`Cc1[nH]c(=O)c(C#N)c(C)c1CCC(=O)NC1(C)CCS(=O)(=O)C1` (centres undefined) gave mcGAS MS inh 0.9.
Screening COc1ccccc1N1CCN(CC(=O)c2c[nH]c3ccccc23)CC1 returned mcGAS MS inh -3.5.
COCCNC(=O)c1sc(=O)n(Cc2ccccc2C)c1C was read as mcGAS MS inh -2.6.
For C=CCC(CC=C)C(=O)NC1CCCC(SC)C1 (centres undefined) the results were mcGAS MS inh -5.8.
Screening CC(C)n1c(=S)[nH]c2scc(-c3cccs3)c2c1=O returned mcGAS MS inh 5.2.
Cc1ccccc1-n1cc(C(=O)NC2CCN(CC(F)F)CC2)cn1 was read as mcGAS MS inh -1.3&10.3.
`O=C(Nc1ccccc1Cc1ccccc1)C1CCCO1` (centres undefined) gave mcGAS MS inh -7.6.
For CCCCc1ccc(C(=O)N2CC(C(N)=O)Oc3ccccc32)cc1 (centres undefined) the results were mcGAS MS inh -0.1.
Screening C=CCn1c(SC(C)C(=O)NCC2CCCO2)nc2scc(C3CC3)c2c1=O (centres undefined) returned mcGAS MS inh 12.6.
Clc1ccc(Cn2cccc2C2=NCCO2)cc1 was read as mcGAS MS inh -6.6.
Screening CC(=O)Cn1c(=O)c2c(nc3n(Cc4ccccc4)c(C)cn23)n(C)c1=O returned mcGAS MS inh -3.4.
CC(C1CC1)N(CCC#N)Cc1ccc(NS(C)(=O)=O)cc1 (centres undefined) was read as mcGAS MS inh -52.8.
Screening COc1ccccc1CC(C)(C)NC(=O)CNS(C)(=O)=O returned mcGAS MS inh -2.3.
`CCOC(=O)C1CCc2sc(NC(=O)C3CCCN(Cc4nc(-c5cccnc5)no4)C3)nc21` (centres undefined) gave mcGAS MS inh -9.5.
CC(=O)Nc1ccc(OC(C)C(=O)Nc2cccc(C(C)=O)c2)cc1 (centres undefined) was read as mcGAS MS inh -7.7.
CC(=O)N(C)C1CCN(C2CCC3(CCNCC3)CC2)C1 (centres undefined) was read as mcGAS MS inh -17.7&2.0.
`Cc1ccc(C(=O)COC(=O)c2sc(C)nc2C)s1` gave mcGAS MS inh 10.2.
`COc1cccc(COC2CCCN(C(=O)Cc3ccccc3)C2)c1` (centres undefined) gave mcGAS MS inh -6.5.
`CN1CCN(S(=O)(=O)c2cc(C(=O)O)cc(-c3ccccc3CO)c2)CC1` gave mcGAS MS inh 3.6.
O=C(CN1CCCC(C(F)(F)F)C1)Nc1ccccc1C(=O)c1ccccc1 (centres undefined) was read as mcGAS MS inh -27.5.
CCCn1ccnc1CN1CCC2(CC1)C(=O)NCCCN2C was read as mcGAS MS inh -15.7.
Screening CN1C(=O)CCC1CNc1nccc(CCC(F)(F)F)n1 (centres undefined) returned mcGAS MS inh 1.9.
`NS(=O)(=O)c1ccc(Cl)c(C(=O)NCC2CCCC2)c1` gave mcGAS MS inh 14.9.

Grouped by structure: the entries above with two or more sulfur atoms.
Cc1cccc(CSc2nnc(N)s2)c1 was read as mcGAS MS inh -15.1&-3.9.
Screening CS(=O)(=O)Oc1ccc(/C=C2/C(=N)N3N=C(C(F)(F)F)SC3=NC2=O)cc1Cl returned mcGAS MS inh 24.9.
Screening O=S(=O)(c1ccc(C2=CSC3=NCCCN23)cc1)N1CCOCC1 returned mcGAS MS inh -11.8.
Screening CC(C)n1c(=S)[nH]c2scc(-c3cccs3)c2c1=O returned mcGAS MS inh 5.2.
Screening C=CCn1c(SC(C)C(=O)NCC2CCCO2)nc2scc(C3CC3)c2c1=O (centres undefined) returned mcGAS MS inh 12.6.
`Cc1ccc(C(=O)COC(=O)c2sc(C)nc2C)s1` gave mcGAS MS inh 10.2.

The results go on:
Screening Cc1cc(C(C)(C)C)cc(C)c1S(=O)(=O)N1CCCCC1CNC(N)=O (centres undefined) returned mcGAS MS inh -5.7.
Screening Nc1nc2c(s1)CN(Cc1cc3n(n1)CCNC3)CC2 returned mcGAS MS inh 2.7.
`CCOC(=O)c1nn(-c2ccc(C)cc2)c(=O)cc1N1CCc2ccccc2C1` gave mcGAS MS inh -1.3.
For O=C1CC2(CCCC2)C(=O)N1CN1CCN(S(=O)(=O)c2ccc(F)c(F)c2)CC1 the results were mcGAS MS inh -6.5.
Screening CCS(=O)(=O)c1ccc2c(c1)N(Cc1cccc(C(F)(F)F)c1)C(=O)C(C)O2 (centres undefined) returned mcGAS MS inh 2.4.
Screening CCOC(=O)c1c(NC(=O)c2ccoc2C)sc(C(N)=O)c1C returned mcGAS MS inh -9.0.
Screening CC(C)(C)NC(=O)Cn1nc(C2CC2)c2cnn(-c3ccc(F)cc3)c2c1=O returned mcGAS MS inh -3.4.
`O=c1c(-c2ccc3c(c2)OCCO3)coc2cc(O)ccc12` gave mcGAS MS inh 18.3.
`N[C@H](Cc1cc(I)c(Oc2ccc(O)c(I)c2)c(I)c1)C(=O)O` gave mcGAS MS inh 2.9.
For CCN(C(=O)c1cnc2sc(C)cn2c1=O)c1ccccc1 the results were mcGAS MS inh 2.9.
CC(C)c1nccn1CCCNC(=O)c1ccc(-c2ccsc2)nc1 was read as mcGAS MS inh -22.9.
`C1CCC2(CC1)NN=C1SCCN1N2` gave mcGAS MS inh -1.2.
Cc1ccc2c(=O)c(-c3nc(-c4ccc(Cl)cc4)no3)cn(Cc3ccc(F)cc3)c2n1 was read as mcGAS MS inh -10.7.
`CN(CCCc1cnn(C)c1)Cc1ccccc1` gave mcGAS MS inh -7.8.
CC(NC(=O)Nc1cccc(Cn2cncn2)c1)C(=O)NC(C)(C)C (centres undefined) was read as mcGAS MS inh -8.8.
CCCCN(C)C(=O)c1nc2ccccn2c1CN1CCN(Cc2nccn2C)CC1 was read as mcGAS MS inh -12.5.
O=C1OC(c2ccc(Br)cc2)=NC1=Cc1ccco1 was read as mcGAS MS inh 0.3.
For O=C(O)C1(Cc2ccccc2Cl)CCN(c2ncnc3nc[nH]c23)CC1 the results were mcGAS MS inh -11.8.
COC(=O)c1ccccc1-c1cc(C)cc2c1OC(CNC(=O)C1CCC(=O)N1)C2 (centres undefined) was read as mcGAS MS inh -5.8.
CCOc1ccccc1OCCN(C)C(=O)c1c(C)nc2ncccn12 was read as mcGAS MS inh -30.5.
Screening CC(C)CN1C(=O)C2(Nc3ccccc3C(=O)N2C2CC2)c2ccccc21 (centres undefined) returned mcGAS MS inh -8.1.
`CC=CCSc1nc2c(c(=O)[nH]c(=O)n2C)n1Cc1cccc(C)c1` gave mcGAS MS inh -0.7.
Clc1ccc(-c2nc(-c3ccccn3)no2)cc1 was read as mcGAS MS inh -4.7.
Cc1ccc(C(C)CCNC(C)CCCC(C)(C)O)o1 (centres undefined) was read as mcGAS MS inh 3.3.
C=c1ccccc1=C1NN=C(CN2CCCC3CCCC32)O1 (centres undefined) was read as mcGAS MS inh 0.3.
`CC(C)Nc1ncccn1` gave mcGAS MS inh 1.7.
Screening Cn1c(=O)c2c(=S)nc(C(C)(C)C)[nH]c2n(C)c1=O returned mcGAS MS inh 0.5.
`CC1C=C2C(C#N)C(=N)C(C#N)(C#N)C(c3ccc(F)cc3)C2(C)CN1C` (centres undefined) gave mcGAS MS inh -12.8.
NCCSc1ccc(Br)cc1 was read as mcGAS MS inh 0.0.
Screening CSc1ccc(NC(=O)NCc2cc(C)on2)cc1Cl returned mcGAS MS inh -2.6.
`O=C1CCc2cc(OCCn3ccc(-c4ccc(F)cc4)n3)ccc2N1` gave mcGAS MS inh 0.0.
`CC1CCCCN1C(=O)NCc1cccnc1Oc1cccc(F)c1` (centres undefined) gave mcGAS MS inh -12.8.
O=C(COc1ccc(Br)cc1F)c1ccc2c(c1)CCO2 was read as mcGAS MS inh -12.7.
Cc1ccccc1NS(=O)(=O)CC12CCC(CC1=O)C2(C)C (centres undefined) was read as mcGAS MS inh -6.7.
For N#CC1(Nc2ccc(Cl)cc2)CCCCC1 the results were mcGAS MS inh -2.1.
`CN(C(=O)Cn1cccn1)C(Cc1ccccc1)C1CCN(C(=O)c2cnn(-c3ccccc3)c2)CC1` (centres undefined) gave mcGAS MS inh -7.7.
For CC(C)C(=O)Nc1ccc(SCCN2CCOCC2)nn1 the results were mcGAS MS inh 6.7.
`CC(C)Cc1noc(COC(=O)c2cccc(S(=O)(=O)N3CCN(c4ccccc4)CC3)c2)n1` gave mcGAS MS inh -8.5.
O=C1NCC2(CCCN(C(=O)CCCCc3ccccc3)CC2)O1 (centres undefined) was read as mcGAS MS inh -2.4.
`COc1ccc(-n2c(C)c(C)c(C#N)c2NC(=O)CN2CCCCC2)cc1` gave mcGAS MS inh -9.2.
For O=C(NCc1nc2ccccc2s1)C1CC(=O)N(C2CCCC2)C1 (centres undefined) the results were mcGAS MS inh -3.4.
`CC(=O)N1CCN(C(=O)COc2ccccc2C(=O)Nc2ccccc2)CC1` gave mcGAS MS inh -5.9.
For CCOC(=O)C1CCCN(NC(=O)c2cccc3c2OCC3)C1 (centres undefined) the results were mcGAS MS inh -8.2.
Nc1c(C(=O)CCC(=O)O)oc2ccc(Br)cc12 was read as mcGAS MS inh 14.7.
For O=C(c1cccs1)N1CCC(c2nc3cc(Cl)ccc3s2)CC1 the results were mcGAS MS inh -9.4.
`O=C(/C=C/C(=O)N(c1ccccc1)c1ccccc1)OCC(=O)c1ccccc1` gave mcGAS MS inh -14.8.
N#C/C(=C/c1cccn1-c1ccc(C(=O)O)cc1)c1cccc(F)c1 was read as mcGAS MS inh 0.3.
`COCCn1ccc2c(cnc3nc(-c4ccccc4)nn32)c1=O` gave mcGAS MS inh 0.0.
`CN1CCCc2cc(C(CNC(=O)c3ccccc3)N3CCOCC3)ccc21` (centres undefined) gave mcGAS MS inh -10.2.
For Cc1ccccc1-n1ncc(C(C)NC(=O)C2CC2)c1C (centres undefined) the results were mcGAS MS inh -2.5.

Seven structures out of the list, arranged by count of non-hydrogen atoms, high to low.
`O=C(/C=C/C(=O)N(c1ccccc1)c1ccccc1)OCC(=O)c1ccccc1` gave mcGAS MS inh -14.8.
`CC(=O)N1CCN(C(=O)COc2ccccc2C(=O)Nc2ccccc2)CC1` gave mcGAS MS inh -5.9.
N#C/C(=C/c1cccn1-c1ccc(C(=O)O)cc1)c1cccc(F)c1 was read as mcGAS MS inh 0.3.
For O=C(NCc1nc2ccccc2s1)C1CC(=O)N(C2CCCC2)C1 (centres undefined) the results were mcGAS MS inh -3.4.
For CCOC(=O)C1CCCN(NC(=O)c2cccc3c2OCC3)C1 (centres undefined) the results were mcGAS MS inh -8.2.
For Cc1ccccc1-n1ncc(C(C)NC(=O)C2CC2)c1C (centres undefined) the results were mcGAS MS inh -2.5.
Nc1c(C(=O)CCC(=O)O)oc2ccc(Br)cc12 was read as mcGAS MS inh 14.7.
